Glioma ERSR ind: inducers of ER stress response in human glioma cells; Potency, µM, for the others: at the top dose activation, most hits filed as activators; 420,000 compounds, 0.02% hits; U87-MG GRP78 promoter luciferase reporter, 16 h; also: potency is read from the fitted curve at half-maximal effect; series mostly up to about 76 µM; % of control where 0% means no effect; nearly all actives have a fitted effect of over 35% in size
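ERSR induction read as luciferase luminescence (Bright-Glo, 10 min at room temperature) in stably transfected human U87-MG glioma cells exposed to compounds for 16 h, using GRP78 as sensor.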
D2 PAM: positively modulates the human D2 dopamine receptor allosterically. HEK293 T-REx D2, calcium flux, EC20 dopamine potentiation. potentiation, % at 10 µM. P14416. 340,000 compounds, 0.34% hits;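 active = potentiation over 3 SD above the plate norm, cut at about 30% in these data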; also: 0% is about no effect
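Cells plated with tetracycline inducer and held overnight at 30 C; calcium dye loaded 30–90 min at room temperature; baseline taken, compound added and read 180 s; EC20 dopamine then added and read 180 s.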
D1 antagonist: blocks dopamine activation of the human D1 receptor; P21728; HEK293 TREx D1 cells, calcium flux, dopamine EC80; hits give low values; activity change, negative = inhibition, % at 10 µM; 360,000 compounds, 3.2% hits; AID 504652; in the data active = activity change below about -30%; also: % is scaled to controls: 0 for no effect and ±100 for the full control effect
Target sequence (P21728 whole entry, looked up): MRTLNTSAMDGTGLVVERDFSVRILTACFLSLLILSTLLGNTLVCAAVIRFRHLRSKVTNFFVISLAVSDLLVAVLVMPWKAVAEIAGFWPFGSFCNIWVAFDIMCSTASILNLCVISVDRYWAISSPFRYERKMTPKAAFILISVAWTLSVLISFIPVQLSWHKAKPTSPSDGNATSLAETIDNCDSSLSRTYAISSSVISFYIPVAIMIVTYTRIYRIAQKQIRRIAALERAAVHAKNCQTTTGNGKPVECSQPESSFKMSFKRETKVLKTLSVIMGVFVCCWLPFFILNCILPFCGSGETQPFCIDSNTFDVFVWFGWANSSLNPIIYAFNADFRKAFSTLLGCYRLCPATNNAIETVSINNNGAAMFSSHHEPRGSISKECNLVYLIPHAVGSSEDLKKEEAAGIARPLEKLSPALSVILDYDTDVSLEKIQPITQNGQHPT
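Compound effects on dopamine-evoked calcium signalling were measured in tetracycline-induced HEK293 Trex D1 cells. Dopamine at EC80 followed a 180 s compound pre-read, and fluorescence was tracked kinetically for 180 s more.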
Vif-APOBEC3G blk: Vif-A3G binding inhibition; Q9HC16; 410,000 compounds, 0.076% hits; Potency, µM (titrated, usually from 46.1 µM), for the others: at the top dose activity, negative = active, usual class: inhibitors; HeLa A3G-eYFP + Vif (tagged APOBEC3G with the HIV-1 protein that degrades it), YFP fluorescence, overnight;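 also: potency is read from the fitted curve at half-maximal effect; % is scaled to controls: 0 for no effect and ±100 for the full control effect; nearly all actives have a fitted effect of over 60% in size; hits raise eYFP signal because A3G escapes Vif-driven loss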
Target sequence (Q9HC16 whole entry, looked up): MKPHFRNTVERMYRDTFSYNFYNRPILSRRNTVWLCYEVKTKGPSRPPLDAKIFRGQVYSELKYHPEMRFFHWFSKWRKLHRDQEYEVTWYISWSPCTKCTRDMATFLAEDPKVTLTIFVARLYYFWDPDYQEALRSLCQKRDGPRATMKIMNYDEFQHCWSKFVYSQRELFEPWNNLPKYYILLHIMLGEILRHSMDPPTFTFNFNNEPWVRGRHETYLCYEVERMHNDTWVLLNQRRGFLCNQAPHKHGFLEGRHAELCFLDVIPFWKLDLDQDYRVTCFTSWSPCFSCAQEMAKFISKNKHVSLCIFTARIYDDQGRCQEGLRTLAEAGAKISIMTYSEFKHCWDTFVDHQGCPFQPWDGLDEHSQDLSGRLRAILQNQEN
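HeLa cells stably expressing Vif and C-terminally eYFP-tagged A3G, seeded overnight at 37 deg C, then exposed to compound by pintool overnight at 37 deg C. Rise in yellow fluorescence (Ex 488/Em 500-530, Acumen) marks blocked Vif-driven A3G degradation.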
D1 PAM: human D1 dopamine receptor positive modulation; HEK293 TREx D1 cells, calcium flux, dopamine EC20 potentiation; potentiation, % at 10 µM; 360,000 compounds, 0.036% hits; AID 504651; in the data active = potentiation above about 30%; also: 0% is about no effect
LDHA block: inhibitors of human lactate dehydrogenase A; purified LDHA, NADH/diaphorase-resazurin fluorescence; hits give low values; AID 1347041; 480,000 compounds, 0.15% hits; activity change, % (values are at about 110 or 230 µM); in the data active = activity change below about -30%; inconclusive = mostly about -25% to -30%;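 also: plate controls were DMSO wells for no effect and wells without enzyme for full effect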
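Human LDH5 (2 nM) was incubated with 0.06 mM NADH and 0.2 mM pyruvate for 5 min at room temperature in Tris pH 7.4. Remaining NADH was coupled through diaphorase/resazurin, and resorufin fluorescence was read at 0 and 20 min.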
D1 ag: human D1 receptor agonism | P21728 | HEK293 T-REx D1 cells, calcium flux, agonist mode | activation, % at 2 µM | 360,000 compounds, 1% hits; in the data active = activation above about 30%; also: 0% is about no effect
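Agonism was scored from calcium flux recorded over 180 s (1 read/s) after pintool compound addition, following a 10-cycle baseline. Cells were inducible force-coupled HEK293 TREx D1, plated overnight at 30 C and loaded with no-wash calcium dye.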
RXFP1 agonist: agonists of human relaxin receptor RXFP1. Potency, µM (doses to about 57.5 µM), inactives show at the top dose activation, actives largely listed as activators. 370,000 compounds, 0.3% hits. HEK293T-RXFP1 cAMP TR-FRET, 30 min; response scale: percent of porcine relaxin response, buffer zero; also: potency is read from the fitted curve at half-maximal effect; % is scaled to controls: 0 for no effect and ±100 for the full control effect; nearly all actives have a fitted effect of over 60% in size; many of its hits are not listed in these tables
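cAMP rise read by TR-FRET after 30 min, 37C compound exposure (up to 58 uM) in RXFP1-transfected HEK293 cells with Ro 20174 present. EC50 from Hill-equation fits, with 29 nM porcine relaxin as 100% and buffer as basal.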
Vif-A3F inh: inhibitors of Vif-A3F interaction | Potency, µM (doses to about 46.1 µM), for inactives: at the highest dose activity, negative = active | HeLa A3F-eYFP + Vif (tagged APOBEC3F with the HIV-1 protein that degrades it), YFP fluorescence increase | 390,000 compounds, 0.2% hits; also: potency is read from the fitted curve at half-maximal effect; % of control where 0% means no effect; nearly all actives have a fitted effect of over 65% in size
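HeLa cells stably expressing A3F-eYFP plus Vif, plated and incubated overnight at 37 deg C, then exposed to compounds overnight at 37 deg C. Blocked degradation read as raised yellow fluorescence (Ex 488/Em 500-530).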
An asterisk follows results filed as active; ? = inconclusive; / = not tested or not shown; & = joins results of further samples. Unless noted, calls follow the shape of the dose curve; as a rule, active = well fitted curve in the direction sought with a large enough effect; inconclusive = small, poorly fitted or top-dose-only effect, or another doubt; inactive = no such curve, though single readings can be large; an effect the other way counts as inactive or inconclusive. These rows are one share of the data; rates above refer to the full screens.

SMILES	Glioma ERSR ind	D2 PAM	D1 antagonist	Vif-APOBEC3G blk	D1 PAM	LDHA block	D1 ag	RXFP1 agonist	Vif-A3F inh
CCN(CC)CCn1c(NCc2nc3ccccc3n2Cc2ccccc2)nc2ccccc21	-2%	-17	23	1%	-3	-3	8	0.2%	-1%
COc1ccc(-c2nc(CCNC(=O)c3ccco3)cs2)cc1OC	3%	17	-9	-4%	0	1	1	3.0%	2%
Cc1cccc(NC(=O)CN2C(=O)C3(SCC(=O)N3c3ccccc3)c3ccccc32)c1 (configuration not stated)	-2%	4	-36*	-3%	-1	-8	5	-0.9%	0%
O=C(Nc1ccc(Oc2ccccc2)nc1)C1CCCCN1Cc1ccco1 (configuration not stated)	0%	-5	-5	?	-6	-5	0	-0.2%	-4%
CC1CCN(c2ccccc2NC(=O)c2ccc([N+](=O)[O-])o2)CC1	-1%	5	4	-1%	-4	-3	2	-0.9%	-13%
CCOC(=O)c1c(C)n2c3c(cc(C)cc13)CCC2	-3%	0	-9	-2%	-5	2	3	-0.9%	-11%
CC(=O)Nc1ccccc1NS(=O)(=O)c1ccccc1NO	-2%	/	14	1%	2	15	4	/	/
Cc1ccc(-c2nc(N)c3c(-c4ccc(C)cc4)nn(C(C)(C)C)c3n2)cc1	0%	/	-46*	0%	-20	0	2	0.9%	4%
COC(=O)c1ccc(NC(=O)c2cc(Cl)ccc2OC)cc1	-2%	-7	-4	0%	7	-4	0	29%	-5%
Cc1ccc(Nc2cc(C)nc3ncnn23)c(Cl)c1	0%	1	-20	-1%	-2	-15	0	1.6%	0%
CCCN1CCN(c2cc3c(cc2F)c(=O)c(S(=O)(=O)c2ccc(CC)cc2)cn3CC)CC1	-2%	-1	-14	2%	-1	-1	0	0.6%	2%
O=S(=O)(NCC(O)c1ccccc1)c1ccc(-c2ccccn2)s1 (configuration not stated)	-8%	-3	-11	0%	-3	-4	14	1.1%	-5%
Cc1cnc(C(=O)Nc2nnc(C)s2)cn1	1%	-5	-2	3%	-3	4	2	1.1%	7%
C=C1C(=O)OC2C1CCC(C)C1C=CC(=O)C12C (configuration not stated)	-12%	/	/	?	/	-3	/	/	-7%
O=C(COC(=O)C1CCN(S(=O)(=O)c2cccs2)CC1)Nc1ccc(F)cc1F	-1%	-8	-1	2%	-20	-3	2	-0.8%	-27%
COc1ccc(NC(=O)COC(=O)c2ccc(-n3nc(C)cc3C)cc2)cc1OC	1%	4	-7	0%	4	-3	7	2.4%	5%
COc1cc(C(=O)OCC(=O)N2CCN(S(=O)(=O)c3ccc(C)cc3C)CC2)c([N+](=O)[O-])cc1OC	-2%	/	/	-3%	/	-3	/	/	-2%
CCOC(=O)c1[nH]c(C)c(CCC(=O)NCc2ccc(OC)cc2)c1C	1%	-4	-1	3%	-3	-7	2	0.3%	4%
Cc1ccc(NC(=O)C(C)N2C(=O)C3CC=C(Cl)CC3C2=O)cc1 (configuration not stated)	-8%	2	9	2%	1	-3	-1	-1.8%	2%
Cc1cnc(C(=O)OC(C)C(=O)NCc2ccccc2)cn1 (configuration not stated)	-1%	7	3	-5%	1	-8	0	1.6%	-11%
CNNC(=O)C(C)NC(=O)c1ccc(Br)cc1 (configuration not stated)	-4%	1	16	2%	-3	-8	-1	2.9%	-7%
O=C(CSc1nnc2ccc(-c3ccc(F)cc3)nn12)N1CCCC1	-7%	-6	-32*	-1%	-4	-4	2	9.8%	2%
Cc1ccc(-n2nnc(-c3nccs3)n2)cc1	-11%	0	-14	2%	1	0	-4	0.5%	3%
CCN(CC(=O)Nc1ccccc1OC)C(=O)c1ccc(NS(=O)(=O)c2ccc(C(C)=O)cc2)cc1	-7%	-7	1	3%	-9	0	3	0.8%	11%
CCCc1nc2nc(C)c(NS(=O)(=O)c3ccc([N+](=O)[O-])cc3)c(=O)n2[nH]1	-4%	-15	-20	0%	-3	1	3	-1.7%	2%
O=C(Sc1ccc(Cl)cc1)c1ccccn1	8%	/	/	-2%	/	-5	/	/	12%
COc1ccc(NC(=O)/C(=C/c2ccc(OC(C)=O)c(OC)c2)NC(C)=O)cc1	-5%	1	9	-1%	-7	0	3	-0.5%	-13%
CCOc1ncccc1C(=O)OCC(=O)Nc1cc(S(=O)(=O)N(CC)CC)ccc1C	-4%	-39	6	2%	2	2	1	19%	7%
CCOC(=O)CC(=O)CSc1ncnc2c1oc1ccccc12	6%	3	1	-7%	5	-3	2	0.79µM*	-13%
O=C(N/N=C/c1cccs1)c1cncc(Br)c1	-1%	3	17	1%	-4	-3	0	-0.1%	?
Cc1cc(NC(=O)c2ccc(Br)c([N+](=O)[O-])c2)no1	0%	-1	-5	6%	-4	-3	3	-0.5%	2%
S=c1[nH]ncn1/N=C/c1ccc(N2CCOCC2)cc1	-7%	-1	-3	0%	-5	-2	2	1.0%	5%
COc1ccc(NC(=O)c2ccc(NC(=O)CCS(=O)(=O)c3cccs3)cc2)cc1	-4%&-3%	8	3&-3	-8%&2%	-5&1	-23&-9	4&1	0.4%&0.1%	-24%&-1%
O=C1CC(Cc2ccccc2)C(=O)N1CCc1ccc2c(c1)OCO2 (configuration not stated)	-2%	-4	-8	-1%	3	1	2	0.5%	0%
O=C(O)c1cc(-c2cccc([N+](=O)[O-])c2)n[nH]1	-2%	5	0	0%	-13	-14	0	-0.9%	6%
C=COCCNC(=O)Nc1ccc(Cl)c(Cl)c1	1%	10	-57*	0%	-2	-6	47*	-4.5%	-4%
Nc1nc(NCC2CCCO2)nc(Nc2ccccc2)c1[N+](=O)[O-] (configuration not stated)	-1%	12	23	3%	2	-1	1	-0.5%	8%
CCN1CCc2nc3sc(C(=O)N4CCc5ccccc5C4)c(N)c3cc2C1	-4%	3	2	-1%	/	1	6	?	11%
CCOC(=O)C(C)Sc1nc(-c2ccc(OC)cc2)nc2c1c(=O)n(C)c(=O)n2C (configuration not stated)	/	-11	1	/	-6	/	1	9.4%	/
CC(=O)c1ccc(Sc2ccccn2)c([N+](=O)[O-])c1	-4%	3	-10	-5%	-7	0	2	-0.8%	12%
Cc1cccc(-c2cc(C(=O)Nc3ccncc3)c3ccccc3n2)c1	9%	/	-41*	-12%	-7	-4	0	-0.9%	0%
COc1ccccc1NC(=O)N1CCc2c([nH]c3ccccc23)C1C(F)(F)F (configuration not stated)	-5%	2	2	0%	1	0	3	-2.8%	-2%
CCn1c(SC(C)C)nnc1-c1cc(-c2ccccc2)sc1N	3%	-16	-3	-6%	-7	0	2	-4.8%	5%
COc1ccccc1OCCC(=O)OCC(=O)c1c(N)n(C)c(=O)n(C)c1=O	-1%	1	-16	-2%	-4	8	5	19%	6%
CN(C)S(=O)(=O)N1CCN(c2ccc([N+](=O)[O-])c(N3CCOCC3)c2)CC1	-2%	5	-9	8%	6	-17	3	0.2%	7%
FC(F)Sc1ccc(NC2=NCCCCC2)cc1	-3%	-1	-5	-2%	3	-4	4	3.2%	3%
Cn1c(=O)c2c(nc(N3CCOCC3)n2C/C=C/c2ccccc2)n(C)c1=O	-2%	-12	-4	-5%	-4	-4	1	8.4%	-4%
CCOC(=O)c1c(C)[nH]c(CCC(=O)Nc2ccccc2C(F)(F)F)c1C	-5%	-10	0	5%	0	-22	1	-1.8%	6%
Cc1ccc(NC(=O)c2noc3c2CCCCC3)cc1	3%	-7	1	1%	-7	-5	4	1.3%	-8%
CCOc1ccccc1NC(=O)Cn1cnc2c(nnn2-c2cccc(OC)c2)c1=O	-3%	-8	12	-1%	2	-5	5	-2.9%	2%
COc1cccc2[nH]c(C(=O)NCCCN3CCCC3=O)cc12	-1%	7	-2	-3%	0	2	3	-4.8%	10%
CCCC1(C)NC(=O)c2ccccc2O1 (configuration not stated)	-1%	-3	10	-4%	-7	0	-1	-0.3%	-4%
COc1ccc(C2=CC(=O)CC(c3ccccc3)C2)cc1 (configuration not stated)	2%	13	-9	2%	/	-3	5	0.4%	-5%
CC(NC(=O)c1ccc(Cn2c(=O)c3cccn3c3cccnc32)cc1)c1ccccc1 (configuration not stated)	-4%	2	-3	-1%	0	-4	4	-1.4%	0%
Cc1csc(NC(=O)c2cccc(S(=O)(=O)N3CCCCC3)c2)n1	-3%	-2	-3	4%	0	0	1	0.8%	6%
CC(=O)c1sc(-c2ccc(F)cc2)cc1NS(=O)(=O)c1ccc(C)cc1	1%	-6	9	4%	-3	0	3	19%	-8%
Cc1ccccc1CSCc1ccc(C(=O)NCCc2ccccc2)o1	-2%	/	-13	4%	-2	4	14	0.1%	7%
CC(=O)c1cccc(NC(=O)NCc2ccccn2)c1	-5%	-1	10	-2%	5	6	1	-0.9%	-6%
Cn1c(-n2c(CCN3C(=O)c4ccccc4C3=O)nc3ccccc3c2=O)nc2ccccc21	/	10	0	/	3	/	0	0.9%	/
Cc1cccc(N(Cc2cc3ccc(C)cc3[nH]c2=O)C(=O)c2ccco2)c1	-2%	15	15	-1%	0	0	5	3.8%	6%
O=C(Cn1nc(-c2ccccc2)c2c(c1=O)CCCC2)Nc1ccc(F)c(Cl)c1	-2%	3	18	6%	0	2	9	-0.5%	10%

Four compounds out of the list above, sorted by the value under D1 ag, smallest number first:
smiles | Glioma ERSR ind | D2 PAM | D1 antagonist | D1 PAM | LDHA block | D1 ag | RXFP1 agonist | Vif-A3F inh
Cc1ccc(NC(=O)C(C)N2C(=O)C3CC=C(Cl)CC3C2=O)cc1 (configuration not stated) | -8% | 2 | 9 | 1 | -3 | -1 | -1.8% | 2%
Cn1c(-n2c(CCN3C(=O)c4ccccc4C3=O)nc3ccccc3c2=O)nc2ccccc21 | / | 10 | 0 | 3 | / | 0 | 0.9% | /
Cc1ccc(-c2nc(N)c3c(-c4ccc(C)cc4)nn(C(C)(C)C)c3n2)cc1 | 0% | / | -46* | -20 | 0 | 2 | 0.9% | 4%
COc1ccccc1NC(=O)N1CCc2c([nH]c3ccccc23)C1C(F)(F)F (configuration not stated) | -5% | 2 | 2 | 1 | 0 | 3 | -2.8% | -2%

Source: PubChem BioAssay
